# Bioassay records from PubChem.
# NALP3 yeast inh = inhibitors of NALP3 inflammasome in yeast; Yeast reconstituted NLRP3/ASC/caspase-1, beta-gal luminescence, 24 h; inhibition, % at 10 µM; actives 0.39% (n = 330,000); AID 2825;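 active = inhibition of 50% or more; inactive = inhibition below 50%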;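 note: plate controls were induced DMSO wells for no effect and uninduced yeast grown without galactose for full effect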
# mIAP activ = mouse IAP activation; muIAP, CDP-Star luminescence, 30 min; hits give high values; 1 = vehicle-only enzyme signal, 0 = enzyme-free wells; activation factor at 10 µM; actives 0.24% (n = 330,000); AID 2805;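 active = activation factor of at least 2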; note: the source names both 10 and 20 µM as test concentration; values of inactives mirror those of a sister screen read the other way
#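 also added = chemiluminescent substrate CDP-Star | test system = mouse IAP enzyme | signal = chemiluminescence readout | compound = DMSO-dissolved test compounds | incubation = 30 min at room temperature | benchmarks = DMSO wells, no-enzyme wells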
# hIAP activ = human IAP activation | activation factor at 10 µM | purified human IAP, CDP-Star luminescence, 30 min; hits give high values; 1 = vehicle-only enzyme, 0 = enzyme-free background | actives 0.16% (n = 330,000) | P09923;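 active = activation factor of the enzyme at least 2-fold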; note: the source names both 10 and 20 µM as test concentration; values of inactives mirror those of a sister screen read the other way
# Target sequence (P09923 whole entry, looked up): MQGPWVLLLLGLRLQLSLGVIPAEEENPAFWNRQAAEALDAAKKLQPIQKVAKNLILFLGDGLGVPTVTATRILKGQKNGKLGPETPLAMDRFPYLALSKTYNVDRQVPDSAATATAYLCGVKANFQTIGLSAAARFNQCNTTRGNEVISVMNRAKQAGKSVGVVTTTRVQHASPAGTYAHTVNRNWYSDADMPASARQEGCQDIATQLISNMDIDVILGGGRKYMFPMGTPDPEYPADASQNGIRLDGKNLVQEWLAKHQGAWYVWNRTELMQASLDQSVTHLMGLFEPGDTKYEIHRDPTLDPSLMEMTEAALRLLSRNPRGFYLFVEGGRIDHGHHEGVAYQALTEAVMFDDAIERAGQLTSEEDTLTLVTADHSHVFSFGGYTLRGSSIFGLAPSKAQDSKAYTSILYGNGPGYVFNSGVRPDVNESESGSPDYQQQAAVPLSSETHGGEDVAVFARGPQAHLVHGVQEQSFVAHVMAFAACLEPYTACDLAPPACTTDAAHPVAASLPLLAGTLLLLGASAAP
# hIAP block = blocks human intestinal alkaline phosphatase; actives 0.12% (n = 330,000); purified IAP, CDP-Star luminescence, 30 min; inhibition, % at 10 µM; P09923; AID 2544;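 active = inhibition reaching a set limit with compound at 10 µM in the primary screen, cut at about 35% in these data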;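 note: plate controls were DMSO wells with enzyme for no effect and no-enzyme buffer wells for full effect; values of inactives mirror those of a sister screen read the other way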
# MIN6 prolif = induces beta-cell replication in MIN6 cells; AID 2380; actives 0.29% (n = 330,000); proliferation, % at 10 µM; MIN6 cells proliferation, ATPlite luminescence, 48 h; cells starved in 0.2% serum; 100% = growth in 10% serum;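 active = compounds whose signal lies at least 3.5 SD above the mean of all wells on their plate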;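 note: 0% = DMSO-treated cells in low-serum medium and 100% = 10% serum control; some compounds called inactive have numbers as strong as hits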
# SENP1 FRET inh = blocks the human SENP1 SUMO protease catalytic domain; recombinant SENP1 catalytic domain, CyPet-SUMO1-YPet FRET cleavage; inhibition, % at 10 µM; actives 0.21% (n = 360,000); Q9P0U3; AID 624204;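 active = inhibition at least 30% at 10 µM, raw YFP signal under a set limit, fluorescence ratio 0.5 to 1.5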;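 note: 0% = enzyme with DMSO and 100% = no enzyme wells; some results filed as inactive read as strong as hits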
# Target sequence (Q9P0U3 419-644 limits assumed): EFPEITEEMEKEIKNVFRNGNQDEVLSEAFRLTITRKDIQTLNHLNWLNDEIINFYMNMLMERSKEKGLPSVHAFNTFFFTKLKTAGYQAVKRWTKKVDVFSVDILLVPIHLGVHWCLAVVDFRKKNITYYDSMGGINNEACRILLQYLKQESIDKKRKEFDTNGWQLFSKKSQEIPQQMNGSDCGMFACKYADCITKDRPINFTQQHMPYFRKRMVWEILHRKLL
#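 Controls: no-enzyme wells low, DMSO-plus-enzyme wells high control. Test system: human recombinant His6-tagged SENP1 catalytic domain enzyme. Reagent: SFCypet-SUMO1-SFYpet FRET protein substrate, 25 nM final. Doses: one dose per compound, 10 µM, 0.5% DMSO. Detection: FRET, CFP and YFP emission. Timing: 50 min reaction at room temperature.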
# APOBEC3A inh = human APOBEC3A DNA deaminase inhibition. P31941. recombinant A3A, FAM/TAMRA ssDNA deamination fluorescence. inhibition, % at 20 µM. actives 0.41% (n = 330,000). AID 493011;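 active = at least 40% inhibition at 20 µM here, with at most 30% in a related deaminase screen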;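 note: plate controls were A3A with DMSO for no effect and wells lacking A3A enzyme for full effect; some results filed as inactive read as strong as hits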
# Target sequence (P31941 whole entry, looked up): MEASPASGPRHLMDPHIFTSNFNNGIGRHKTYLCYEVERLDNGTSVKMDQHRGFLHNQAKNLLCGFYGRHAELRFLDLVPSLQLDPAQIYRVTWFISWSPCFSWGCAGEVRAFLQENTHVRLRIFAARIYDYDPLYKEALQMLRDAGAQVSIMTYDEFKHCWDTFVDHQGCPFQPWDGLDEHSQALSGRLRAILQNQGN
# mIAP inh = mouse IAP inhibition | inhibition, % at 10 µM | purified mouse IAP, CDP-Star luminescence, 30 min | AID 2806 | actives 0.2% (n = 330,000);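 active = inhibition of at least 40% at 10 µM in the primary screen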;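 note: plate controls were DMSO with enzyme for no effect and no enzyme wells for full effect; values of inactives mirror those of a sister screen read the other way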
# A3G deaminase = APOBEC3G (human) deaminase inhibition; actives 0.28% (n = 330,000); inhibition, % at 20 µM; AID 493012; Q9HC16; recombinant A3G, ssDNA deamination FAM/TAMRA fluorescence;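 active = inhibition of at least 40% at 20 µM, with no more than 30% in the related APOBEC3A deaminase screen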;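 note: plate controls were DMSO wells with A3G for no effect and wells lacking A3G enzyme for full effect; some compounds called inactive have numbers as strong as hits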
# The depositor's hits bear a star; nt = no result given. Some of the compounds tested (hit frequency here may not be typical).
mol	NALP3 yeast inh	mIAP activ	hIAP activ	hIAP block	MIN6 prolif	SENP1 FRET inh	APOBEC3A inh	mIAP inh	A3G deaminase
Cc1cc(NC(=O)CSCC(=O)NCc2cccc(C(F)(F)F)c2)no1	-5	0.98	0.97	2	-2	1	-3	2	-8
COc1ccc(NC(=O)C(c2ccc(C)cc2)N(C)C(=O)CNC(C)=O)cc1 (configuration not stated)	16	1	0.9	10	1	1	-2	0	0
CCCn1cnc2c(N)c(C)c(C)cc21	6	0.88	0.88	12	-2	1	2	12	-5
Cc1nc(C(=O)NC(C)C)nn1-c1cc(Cl)cc(Cl)c1	12	0.98	1	-5	-2	2	5	2	-2
Cc1ccc(C(=O)NCCNC(=O)c2ccc(C)o2)o1	10	1	0.98	2	-2	0	-1	-1	-4
O=C1CC(c2ccc(S(=O)(=O)N3CCN(c4ccccc4)CC3)cc2)CN1 (configuration not stated)	11	1	0.98	2	-2	4	-2	-1	-12
Cc1ccc(NC(=O)Cn2nc(-c3ccco3)ccc2=O)cc1Cl	14	0.99	0.95	5	-4	-1	3	1	4
COc1ccc(CNC(=O)C(=O)NCc2ccncc2)cc1	4	0.96	0.95	5	-4	1	-2	4	-5
O=C(NC(=S)Nc1ccc2oc(=O)ccc2c1)c1ccccc1F	18	1	1	0	-2	1	2	-2	7
O=C(c1ccc(Cl)cc1)N(Cc1ccco1)C1CCS(=O)(=O)C1 (configuration not stated)	2	0.98	0.98	2	0	1	2	2	-4
O=C1CC(c2ccccc2)CN1S(=O)(=O)c1ccccc1 (configuration not stated)	-12	0.9	0.98	2	-1	-1	-2	10	-3
COCCNC(=O)c1c(N)n(CCCn2ccnc2)c2nc3ccccc3nc12	-6	1.1	1.2	-19	-4	-20	0	-6	-4
CCn1c2ccccc2c2cc(CN3CCN(S(=O)(=O)CC)CC3)ccc21	27	1	1	-2	-2	nt	-1	-2	-6
COc1ccc(-c2nc(CS(=O)CC(=O)NCCc3ccc(OC)c(OC)c3)c(C)o2)cc1 (configuration not stated)	-11	1.1	0.99	1	0	1	-3	-5	-6
O=C(Cn1ncc2c(=O)oc3ccccc3c21)NCCC1=CCCCC1	14	0.96	1.2	-20	-1	-2	-7	4	-9

# Exported as labelled records: entries from further up.
COc1ccc(NC(=O)C(c2ccc(C)cc2)N(C)C(=O)CNC(C)=O)cc1 (configuration not stated)
  NALP3 yeast inh: 16
  mIAP activ: 1
  hIAP activ: 0.9
  hIAP block: 10
  MIN6 prolif: 1
  SENP1 FRET inh: 1
  APOBEC3A inh: -2
  mIAP inh: 0
  A3G deaminase: 0
COc1ccc(CNC(=O)C(=O)NCc2ccncc2)cc1
  NALP3 yeast inh: 4
  mIAP activ: 0.96
  hIAP activ: 0.95
  hIAP block: 5
  MIN6 prolif: -4
  SENP1 FRET inh: 1
  APOBEC3A inh: -2
  mIAP inh: 4
  A3G deaminase: -5

# Further compounds.
mol	NALP3 yeast inh	mIAP activ	hIAP activ	hIAP block	MIN6 prolif	SENP1 FRET inh	APOBEC3A inh	mIAP inh	A3G deaminase
Cc1ccc(Cl)cc1NC(=S)N(Cc1cccnc1)Cc1ccccc1Cl	-5	1.2	1	-2	-4	3	2	-20	-11
O=C(O)C1C2C=CC3(CN(Cc4ccccn4)C(=O)C13)O2 (configuration not stated)	-2	0.99	1	-4	-2	1	0	1	0
COc1cc(C2(c3ccc(O)c(OC)c3)C(=O)N(C)c3ccc(Br)cc32)ccc1O	9	1	0.99	1	1	0	1	-4	-6
CCN(CC)S(=O)(=O)c1ccc(Cl)c(C(=O)Nc2ccc(Cl)cc2[N+](=O)[O-])c1	14	0.96	0.89	11	0	2	1	4	0
CSCCC(NC(N)=O)C(=O)NCc1cccc(Cl)c1 (configuration not stated)	16	1	0.95	5	-1	2	1	-4	1
COCCCNC(=S)NNC(=O)c1ccc(C(C)(C)C)cc1	4	0.96	1.4	-44	-1	2	-3	4	-1
COc1ccc(OCCC(=O)NCc2ccccc2)cc1	23	0.96	0.99	1	-3	2	0	4	-1
C[C@@H]1COC(=O)[C@@H](CC(=O)OC(C)(C)C)C/C=C\C[C@@H](CC(=O)NCCO)C(=O)N1	11	1.1	1	-4	-1	2	-2	-9	-6
CCOc1cc(-c2noc(CCCC(N)=O)n2)cc(Br)c1OC	5	0.92	0.77	23	0	-3	-3	8	-5
N#Cc1cccc(Nc2c3c(nc4ccccc24)CCC3)c1	13	0.97	1	-1	2	0	-2	2	-3
CC1CCCC(NC(=O)c2cc(-c3ccncc3)nc3ccccc23)C1C (configuration not stated)	10	0.96	1.1	-5	-8	0	-2	4	6
O=C(NNC(=O)c1cccc2ccccc12)c1ccco1	13	0.94	1	-3	-2	1	-2	6	-3
O=C(CN1CCCC1)Nc1ccc2c(c1)CCC2	3	1	0.85	14	-3	1	1	-3	-6
Cc1cccc(C)c1NC(=O)CC(NCCc1ccccc1)C(=O)O (configuration not stated)	4	0.98	0.98	2	0	0	7	2	1
Cc1ccc(CNC(=O)COc2ccc(C)nc2[N+](=O)[O-])cc1	-6	0.9	0.95	5	1	3	-3	10	-3
Cc1ccccc1C(=O)NC1CCN(CC(=O)Nc2ccc3c(c2)OCO3)CC1	18	0.95	1	-2	-2	-3	-4	5	-11
CCOC(=O)CC1C(=O)NCCN1C(=O)Nc1ccc(Cl)cc1 (configuration not stated)	8	1	1.1	-14	-2	3	-3	-2	-5
O=C(Nc1ccccc1)N1CCc2c([nH]c3ccccc23)C1C(F)(F)F (configuration not stated)	6	1.2	1.1	-10	-3	0	2	-17	3
CCS(=O)(=O)c1nc(S(=O)(=O)c2ccc(Cl)cc2)c(N2CCC(C(N)=O)CC2)s1	0	1.1	0.82	18	3	1	-2	-8	1
O=C(C1=C(O)C(=O)N(CCCN2CCOCC2)C1c1ccccn1)c1cc2ccccc2o1 (configuration not stated)	5	0.99	0.86	14	1	-2	0	1	-2
COc1cc2c(C)nc3c(c(C)nn3-c3ccccc3)c2cc1OC	-4	0.97	0.94	6	1	-60	1	2	-1
COc1ccc(N(CC(=O)NCc2ccc(Cl)cc2)S(=O)(=O)c2c(C)n[nH]c2C)cc1	7	0.98	1.4	-38	2	4	-6	2	-10
Clc1ccc(OCc2nc(-c3ccncc3)no2)cc1	16	0.9	1.1	-10	-1	2	-2	10	-5
CCOC(=O)C1CCCN(Cc2nc(N)nc(Nc3ccccc3OC)n2)C1 (configuration not stated)	8	0.96	0.94	6	4	-10	-3	4	-6
CN1CCN(C(=O)c2ccc3c(c2)S(=O)(=O)c2ccccc2C3=O)CC1	12	1.1	0.99	0	-1	4	-4	-14	-12
CC(C)(C)c1ccc(S(=O)(=O)NCC(=O)N2CCN(Cc3ccccc3)CC2)cc1	4	1	1.1	-6	-1	0	0	0	-3
O=C(c1cc(Br)c(Br)s1)N1CCN(C/C=C/c2ccccc2)CC1	26	1.1	1	-2	0	0	-2	-13	-5
COc1cccc(NC(=S)NC(=O)/C=C/c2ccco2)c1	23	0.8	1	0	-3	-6	3	20	1
O=[N+]([O-])c1ccccc1S(=O)(=O)Nc1ccc(-c2ccc(N3CCOCC3)nn2)cc1	23	1	1.1	-10	-5	2	-4	-1	5
CCOc1ncccc1C(=O)Nc1cc(C(F)(F)F)ccc1N1CCOCC1	15	0.87	0.92	8	0	3	-4	13	-9
COc1ccc(CNC(=O)CCCn2ncn3c(cc4occc43)c2=O)cc1	6	1.1	0.72	28	-2	0	-1	-5	2
CCCN(CCC)C(=O)c1ccc2c(c1)OCO2	12	1.1	0.99	1	-3	1	-6	-6	-2
COc1ccc(/C=N/NC(=O)c2ccccc2O)cc1Cn1cc([N+](=O)[O-])cn1	20	0.94	0.94	6	-2	1	-1	6	-3
O=C(N/C(=C/c1cccc([N+](=O)[O-])c1)C(=O)N1CCOCC1)c1ccccc1Br	12	1	0.86	14	-4	2	6	-3	7
COc1cccc2sc(N(CCN(C)C)C(=O)/C=C/c3cccs3)nc12	24	0.92	1	-5	-7	2	-3	8	0
CCOC(=O)c1ccccc1NC(=O)/C=C/c1cc(OC)c(OC)c(OC)c1	13	0.91	1.1	-11	-2	0	1	9	-4
Cc1ccc(OC(=O)CCC(=O)Nc2ccc(C(N)=O)cc2)cc1	7	1	1.1	-6	-2	1	-5	0	0
S=C(NCCc1ccccc1)Nc1ccc(Nc2ccccc2)cc1	29	1.1	1	0	-6	0	-4	-10	-4
O=C1c2ccccc2C(=O)N1c1ccc(Br)c2cccnc12	-3	1.1	1.1	-9	-3	2	1	-6	-1
CN(C(=O)c1ccncc1)C1CCCCC1	18	0.98	0.9	10	-1	1	-5	2	1
CCC(C)C(=O)N1c2ccccc2C(=C2SC(C(=O)OC)=C(C(=O)OC)S2)C(=S)C1(C)C (configuration not stated)	36	0.71	0.8	20	-4	4	3	29	3
CCOc1ccc(OCC)c(S(=O)(=O)NC2CC(C)(C)NC(C)(C)C2)c1	-3	1.1	1.1	-6	-3	0	-1	-10	-14
O=C(c1sc(N2CCOCC2)nc1-c1ccccc1)N1CCCCC1	2	1	1	0	1	3	-6	-2	-10
Clc1ncccc1-c1nc2ccccc2s1	13	0.89	1.1	-8	0	0	-4	11	-9
CCOC(=O)Cc1csc(SCC(=O)/C(C#N)=C(\C)N)n1	-4	0.98	1.1	-9	0	1	-4	2	-2
Cc1ccc(S(=O)(=O)NNc2nc3ccccc3nc2C(F)(F)F)cc1	23	0.83	0.92	8	0	-20	-4	17	33
O=C(CCS(=O)(=O)c1ccccc1Cl)NCCC1=CCCCC1	12	1	1.1	-8	-2	1	0	-1	-4
CCc1nc2ccc(C(=O)NCCc3ccc(OC)c(OC)c3)cc2nc1CC	8	0.94	0.93	7	-2	0	-2	6	-2
COc1cccc(CNC(=O)CSCC(=O)Nc2cc(C)on2)c1	9	0.94	0.91	9	4	0	-1	6	-7
COCC(C)n1c(C)cc(C(=O)COC(=O)c2ccc3ncsc3c2)c1C (configuration not stated)	15	0.96	0.98	2	-1	-5	1	4	1
CCc1nnc(NC(=O)[C@@H](NC(=O)c2ccc(C(C)(C)C)cc2)C(C)C)s1	-2	0.91	1	0	-5	-1	-2	9	0
CCN(CC)CCNC(=O)C(C)c1nn(CC)c(=O)c2ccccc12 (configuration not stated)	2	1	0.87	13	5	0	2	-1	-4
O=C(NCc1nc2ccccc2[nH]1)C1=C[C@H](c2coc3ccccc3c2=O)C[C@H](OCCCCO)O1	-8	0.97	1.1	-10	-2	-2	-1	3	5
Cc1cnc(NC(=O)CCCc2nc3ccccc3s2)s1	32	0.93	1	-1	-4	-9	2	7	-3
CCCCN1CC(=O)N2Cc3[nH]c4ccccc4c3C[C@H]2C1=O	19	1	1.2	-22	1	-49	-10	-1	-8
CC1(C)CC(=O)C(/C=N/n2cnc3ccccc3c2=O)=C(O)C1	3	1.1	0.75	25	-1	3	-1	-6	-3
COc1ccc(S(=O)(=O)N(C)C2CCS(=O)(=O)C2)cc1OC (configuration not stated)	7	1	0.93	7	-1	2	-3	0	-6
